ROC1-CUL1 inh: inhibitors of human ROC1-CUL1 ubiquitin ligase activity; 0.6% of 140,000 active; in vitro K48 di-Ub FRET, acceptor:donor ratio, 45 min; inhibition, % at 10 µM; E3 ubiquitin-protein ligase RBX1 (Homo sapiens) + Cullin-1 (Homo sapiens), P62877+Q13616; AID 1347404, 2020; in the data active = inhibition above about 25%
Target sequence (P62877 whole entry, looked up): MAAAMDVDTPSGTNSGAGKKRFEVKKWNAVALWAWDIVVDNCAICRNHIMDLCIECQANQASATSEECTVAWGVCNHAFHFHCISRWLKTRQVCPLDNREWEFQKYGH
Target sequence (Q13616 whole entry, looked up): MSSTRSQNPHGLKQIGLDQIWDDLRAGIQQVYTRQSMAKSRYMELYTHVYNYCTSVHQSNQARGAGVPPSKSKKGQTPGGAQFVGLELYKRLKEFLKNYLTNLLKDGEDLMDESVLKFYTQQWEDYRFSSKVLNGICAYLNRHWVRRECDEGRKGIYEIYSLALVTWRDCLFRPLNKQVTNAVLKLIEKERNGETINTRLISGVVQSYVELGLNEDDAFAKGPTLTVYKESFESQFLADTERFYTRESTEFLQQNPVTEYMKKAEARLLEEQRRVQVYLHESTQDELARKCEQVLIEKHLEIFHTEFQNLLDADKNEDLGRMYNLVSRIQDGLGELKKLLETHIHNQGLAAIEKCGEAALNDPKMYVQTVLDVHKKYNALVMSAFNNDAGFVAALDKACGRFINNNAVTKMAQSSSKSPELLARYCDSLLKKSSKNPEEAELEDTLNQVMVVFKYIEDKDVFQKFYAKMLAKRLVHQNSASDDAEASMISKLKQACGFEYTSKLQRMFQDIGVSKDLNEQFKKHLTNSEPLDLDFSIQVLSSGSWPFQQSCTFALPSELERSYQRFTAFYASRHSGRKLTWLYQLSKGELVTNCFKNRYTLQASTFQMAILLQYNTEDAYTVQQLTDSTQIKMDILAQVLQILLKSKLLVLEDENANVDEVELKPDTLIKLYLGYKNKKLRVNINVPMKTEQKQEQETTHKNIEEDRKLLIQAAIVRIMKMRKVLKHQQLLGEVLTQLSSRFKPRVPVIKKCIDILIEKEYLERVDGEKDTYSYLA
* marks the source's active call; other numbers are inactive results.

entry | SMILES | ROC1-CUL1 inh
1 | O=C(COc1ccc([N+](=O)[O-])cc1)Nc1cccc2cccnc12 | 5
2 | CCC1CN(C(=O)NCc2cccc(OC)c2)c2ccccc2O1 (stereo unspecified) | -9
3 | CC1CCCN(CCSc2ccccc2)C1 (stereo unspecified) | 3
4 | Fc1cccc(Cl)c1Cn1c(-c2cccs2)nc2ccccc21 | -4
5 | Cc1ncc(CN2CCCC2C(=O)Nc2cccc(-c3ccc(F)cc3)c2)cn1 (stereo unspecified) | -6
6 | OCc1cccc2c1COc1ccccc1-2 | 1
7 | CC(C)(C)NC(=O)c1cc(CN2CCOCC2)on1 | -6
8 | CC(C)c1cccc(C(C)C)c1N=Cc1ccccc1Br | 4
9 | CC(=O)c1ccc(F)c(-c2cc(C)cc3c2OC(CNC(=O)/C=C/c2ccccn2)C3)c1 (stereo unspecified) | 5
10 | CCCCOc1ccc(N2C(=O)CC(N(C)CCc3ccc(OC)c(OC)c3)C2=O)cc1 (stereo unspecified) | -4
11 | O=C(Nc1cccc(O)c1)c1cc2nc(-c3ccc(Br)cc3)cc(C(F)(F)F)n2n1 | -8
12 | CCn1nc(-c2ccccc2)c(-c2ccccc2)c(C(=O)O)c1=O | 12
13 | Cc1cc(CSCC(=O)N/N=C/c2ccccc2[N+](=O)[O-])cc(C)c1O | 2
14 | CN(CCc1ccccn1)[C@@H]1CCN(C/C(Cl)=C/c2ccccc2)C[C@H]1O | 13
15 | Cc1ccc2[nH]c3c(c2c1)CCCC3NCCc1ccc(O)cc1 (stereo unspecified) | -4
16 | Cc1ccc2oc(-c3cccc(NC(=O)Cc4ccc(Cl)cc4)c3)nc2c1 | 3
17 | Cc1ccc(C)c(N2CCN(c3nc4ccccc4c(=O)n3-c3ccc(Cl)cc3)CC2)c1 | -5
18 | CCOc1ccc(NC(=S)NCCO)cc1 | 11
19 | O=C(CC(Nc1ccc(F)cc1)C(=O)O)c1ccccc1 (stereo unspecified) | -3
20 | NS(=O)(=O)c1ccc(NC(=O)C2CC2)cc1 | -4

Quoted at random: 2 entries already listed
entry | SMILES | ROC1-CUL1 inh
19 | O=C(CC(Nc1ccc(F)cc1)C(=O)O)c1ccccc1 (stereo unspecified) | -3
8 | CC(C)c1cccc(C(C)C)c1N=Cc1ccccc1Br | 4

Entries above containing a COOH group (two):
entry | SMILES | ROC1-CUL1 inh
12 | CCn1nc(-c2ccccc2)c(-c2ccccc2)c(C(=O)O)c1=O | 12
19 | O=C(CC(Nc1ccc(F)cc1)C(=O)O)c1ccccc1 (stereo unspecified) | -3

Further structures follow:
entry | SMILES | ROC1-CUL1 inh
21 | COC(=O)C(O)(C(Cl)C(=O)Nc1ccc(Cl)cc1Cl)C(F)(F)F (stereo unspecified) | -7
22 | CN(Cc1cccs1)C(=O)c1cc(COc2ccc(F)cc2F)[nH]n1 | 3
23 | Cc1cc(C)n2c(-c3nc(-c4c(C)ncc5c4CCNC5)no3)nnc2n1 | -2
24 | CN1CCC(NC2CC(=O)N(Cc3ccccc3Cl)C2)CC1 (stereo unspecified) | -5
25 | O=C1C=CC2[C@@H](c3ccccc3)CC1N2c1ccccc1 (stereo partly specified) | -4
26 | COc1ccc(N(CC(=O)Nc2ccccc2Sc2ccccc2)S(C)(=O)=O)cc1OC | -3
27 | CCOc1ccc2nc(SC3CC(=O)N(c4cc(Cl)ccc4Cl)C3=O)sc2c1 (stereo unspecified) | -2
28 | COc1ccc(C(c2ccc(OC)cc2)c2c[nH]c3ccccc23)cc1 | 14
29 | O=C1Nc2ccc(S(=O)(=O)N3CCCC3C(=O)O)c3cccc1c23 (stereo unspecified) | 6
30 | CC(=O)N1CCn2c1nc1ccccc1c2=O | 0
31 | CCCOc1ccc(/C=C2/N=C(c3ccc([N+](=O)[O-])cc3Cl)OC2=O)c(OCCC)c1 | 14
32 | O=C(NC1CC(=O)N(c2cccc(F)c2)C1)c1cccs1 (stereo unspecified) | -14
33 | CCOC(=O)C1CCN(c2ncnc3c2oc2ccccc23)CC1 | 1
34 | Nc1cnc(-c2ccccc2)nc1Cl | -2
35 | Cc1cc(C)c(NC(=O)CN(N=Nc2nonc2N)c2nonc2N)c(C)c1 | 12
36 | CC(=O)Nc1ccc(Oc2cc(NC(=O)c3cc(-c4ccc(Cl)cc4)nc4ccccc34)cc([N+](=O)[O-])c2)cc1 | 3
37 | CCOc1cc(/C=C2\C(=O)NN(c3ccccc3)C2=O)cc(Br)c1OCc1ccccc1C | 30*
38 | CCOC(=O)c1c(NC(=O)c2ccc(Cl)cc2)csc1C | 8
39 | Cc1cccc(C2c3[nH]c4ccccc4c3CCN2C(=O)CCN2CCCCC2=O)n1 (stereo unspecified) | 7
40 | Cc1oc2nc3c(c(=O)n(C/C=C/c4ccccc4)c(=O)n3C)n2c1C | -8
41 | O=C(Nc1sc2c(c1CN1CCOCC1)CCC2)c1ccc(F)cc1 | 0
42 | COc1ccc(C2(O)CN3C=CSC3=N2)cc1OC (stereo unspecified) | -1
43 | CCOc1cc(C(=O)Nc2ccc(NC(=O)c3cc4ccccc4o3)c(OC)c2)cc(OCC)c1OCC | -2
44 | CS(=O)(=O)N(Cc1ccccc1Cl)c1ccc(C(=O)Nc2ccc3c(c2)OCO3)cc1 | -3
45 | O=C(Nc1ccc(Cl)c(Cl)c1)OCCN1C(=O)c2cccc([N+](=O)[O-])c2C1=O | -6
46 | CCOC(=O)Cc1cc(-c2ccc(O)cc2)nc2ccc3ccccc3c12 | -1
47 | CC(C)(C)C1CCC(=O)[C@](C)(O)C1 (stereo partly specified) | 3
48 | CCOC(=O)N1CCN(C(=O)c2ccc(CN3CCN(c4ccccc4)CC3)cc2)CC1 | 8
49 | CC(=O)N1CCc2cc(S(=O)(=O)N3CCN(c4ccc(C)cc4)C(C)C3)ccc21 (stereo unspecified) | 6
50 | CCc1ccc(S(=O)(=O)c2nnn3c2nc(NCc2cccc(OC)c2)c2cc(Cl)ccc23)cc1 | -5
51 | CS(=O)(=O)N1CCC(C(=O)NCc2ccccc2Cl)CC1 | 2
52 | COC(=O)c1cccnc1NC(=O)Nc1cccc(F)c1 | 5
53 | CCCCNc1ccc(-c2nc(-c3ccccn3)no2)cc1[N+](=O)[O-] | 5
54 | COc1ccc(C2c3[nH]c4ccc(OC)cc4c3CCN2C(=O)Nc2ccccc2)cc1 (stereo unspecified) | -3
55 | CC1(C)COC2(CCOCC2)OC1 | 0
56 | O=C(CSc1nc2sc3c(c2c(=O)n1-c1ccccc1)CCCCC3)Nc1ccccc1 | 5
57 | COCc1ccc(C(=O)NCc2c(C)ncc3c2CCN(C(=O)Cc2ccccc2OC)C3)o1 | 3
58 | Cc1ccc(Cc2nc3ccccc3nc2SCC(=O)NCCC(C)C)cc1 | -12
59 | CC(C)c1ccc(CNCC2CCNCC2)cc1 | 11
60 | CCOCCCNC(=O)c1cc(NS(=O)(=O)N(C)C)cc2nc(CC(C)C)n(C)c12 | 6
61 | O=C1OCCC1C(=O)c1ccc(Br)cn1 (stereo unspecified) | 0
62 | O=C(COc1cccc2ccccc12)NNC(=O)C(c1ccccc1)c1ccccc1 | 4
63 | Cc1cnn(Cc2ccc(F)cc2)c1NC(=O)Cn1nnc(C(C)(C)C)n1 | 7
64 | COc1ccc(CCNc2oc(/C=C/c3cc(OC)c(OC)c(OC)c3)nc2C#N)cc1OC | 3
65 | COc1ccc(OC)c(S(=O)(=O)N2CCCN(S(=O)(=O)c3cc(OC)ccc3OC)CC2)c1 | 3
66 | Nc1nc(-c2ccc(Br)cc2)cs1 | 6
67 | CS(=O)(=O)N1CCC2(CC1)c1ccccc1[C@@H](N1CCOCC1)[C@@H]2O | 15
68 | CN(C(=O)c1cc2c([nH]c1=O)CCCC2)C1CCCN(Cc2ccccc2F)C1 (stereo unspecified) | 9
69 | COc1ccc(OC)c(NC(=O)C2=C(C)C(=O)OC23CCCCCC3)c1 | 3
70 | CC1(C)C2CCC1(CS(=O)(=O)N1CCCC1)C(=O)C2 (stereo unspecified) | -2

Other entries follow.
entry | SMILES | ROC1-CUL1 inh
71 | CCOCc1nnc(NC(=O)C(C)Oc2ccc(Cl)cc2Cl)s1 (stereo unspecified) | -8
72 | N=C(NC(=O)c1ccccc1)N1CCC(C(N)=O)(N2CCCCC2)CC1 | -7
73 | Nc1c(C(=O)c2ccccc2)sc2nc(-c3ccccc3)ccc12 | -3
74 | CCn1c(C(=O)N2CCC(C(=O)NCCCOC)CC2)cc2sccc21 | 0
75 | c1cc2c(cc1CNCC1CCNCC1)OCO2 | 9
76 | Cn1cc(Cl)c(CN2CCCC(Cn3cc(CO)nn3)C2)n1 (stereo unspecified) | 5
77 | COCCN1C(=O)CC(CC(=O)N(C)Cc2cccc3ccccc23)(c2ccccc2F)C1=O (stereo unspecified) | 0
78 | Cc1c(Br)ccc(NC(=O)C2CC(=O)N(C(C)c3ccccc3)C2)c1C (stereo unspecified) | -5
79 | O=C(CCc1nnc(CCCCc2ccccc2)o1)N1CCSCC1 | -11
80 | COc1cc(/C=N/NC(=O)c2ccc(O)cc2)c([N+](=O)[O-])cc1OC | 1
81 | C=CCO[C@H]1[C@H](NC(=O)C2CC2)c2ccccc2C12CCN(C(=O)c1ccc(C(F)(F)F)cc1)CC2 | 6
82 | Cc1ccc(-c2nc3nc(C)cc(N4CCN(c5cccc(C)c5C)CC4)n3n2)cc1 | 6
83 | CCCCc1ccc(C(=O)N2CCN(Cc3ccco3)CC2)cc1 | 6
84 | Cc1nnc(N2CCC(C(=O)N3CCCCC3)CC2)c2nn(-c3ccccc3)c(C)c12 | -3
85 | CC(c1ccccc1)C1CC(=O)N(Cc2ccccc2)C1=O (stereo unspecified) | -6
86 | COc1ccc(C(=O)CSc2nc(-c3cccs3)ccc2C#N)cc1OC | 7
87 | CCCCC(=O)Nc1ccc(C(=O)OCc2cc(=O)n3ccsc3n2)cc1 | -5
88 | CCC(=O)N1CCc2cc(Br)cc(S(=O)(=O)N3CCCC(C(=O)NCc4cccc(OC)c4)C3)c21 (stereo unspecified) | -7
89 | C#CCN(Cc1ccco1)C(=O)CCC1(Cc2cc(OC)ccc2F)CCC(=O)N1 (stereo unspecified) | 3
90 | O=C(Nc1cccc(N2CCOCC2)c1)c1ccco1 | -9
91 | COc1cc(NC(=O)NCCn2nnc3cc(S(=O)(=O)N(C)C)ccc32)cc(OC)c1 | -1
92 | COc1ccc(OCc2nnc(SCC(=O)Nc3ccccc3OC)o2)cc1 | -2
93 | O=C(CCn1c(=O)c2cccn2c2cccnc21)N1CCN(c2ccccc2)CC1 | 3
94 | CCOc1cccc(C(=O)Nc2c(C(=O)c3ccc(OC)cc3)oc3ccccc23)c1 | -2
95 | CCOC(=O)C1C(CN(CC)Cc2ccccc2)=NC(=O)NC1c1ccc(Cl)cc1 (stereo unspecified) | -8
96 | Cc1cc(C)c(NC(=O)c2cccc(I)c2)c(C)c1 | 9
97 | CCCCCN=C1N/C(=C\c2ccccc2)C(=O)N1c1ccccc1 | -1
98 | Cc1cc2n[nH]c(=S)n2c2ccccc12 | -6
99 | Cn1cc(CN2CCCC(C(N)=O)C2)c(-c2ccc(C3CCCCC3)cc2)n1 (stereo unspecified) | -3
100 | CN1CC=C2C(C#N)C(=N)C(C#N)(C#N)[C@H](c3cccc(Cl)c3)[C@H]2C1 (stereo partly specified) | -5

ROC1-CUL1 inh, entries above that show a hit
entry | SMILES | ROC1-CUL1 inh
37 | CCOc1cc(/C=C2\C(=O)NN(c3ccccc3)C2=O)cc(Br)c1OCc1ccccc1C | 30*

(further entries)
entry | SMILES | ROC1-CUL1 inh
101 | Cc1cc(C)cc(OCc2nnc(NC(=O)COc3ccc(F)cc3)s2)c1 | 3
102 | O=C(O)c1nn2cc(Br)cnc2c1Cl | -1
103 | Cc1ccc(NC(=O)Nc2sc3nc4n(c(=O)c3c2C)CCC(C)CC4)c(Cl)c1 (stereo unspecified) | -4
104 | c1cc2c(cc1-c1[nH]ncc1CNCCCN1CCOCC1)OCO2 | -4
105 | Cn1nc(C(=O)N2CCCC(CCc3ccc(F)cc3F)C2)ccc1=O (stereo unspecified) | 2
106 | Cc1ccc(C(=O)c2cn(Cc3ccc(F)cc3)c3nc(C)ccc3c2=O)cc1 | 0
107 | CC(NS(=O)(=O)c1ccc(F)cc1)C(=O)NCc1ccc(Cl)cc1Cl (stereo unspecified) | -2
108 | O=C(NCCN1CCCC(O)C1)c1ccc2nc(Cc3cccc(Cl)c3)oc2c1 (stereo unspecified) | 4
109 | C=C(C)Cn1c(=O)c2c(nc3n2CC(C)=NN3CC)n(C)c1=O | 5
110 | Cc1c(CNC2CCC(C)CC2)c(C(=O)O)c(C)n1Cc1ccc(Cl)cc1 (stereo unspecified) | -2

No new results follow: entries from further up.
entry | SMILES | ROC1-CUL1 inh
1 | O=C(COc1ccc([N+](=O)[O-])cc1)Nc1cccc2cccnc12 | 5
2 | CCC1CN(C(=O)NCc2cccc(OC)c2)c2ccccc2O1 (stereo unspecified) | -9
3 | CC1CCCN(CCSc2ccccc2)C1 (stereo unspecified) | 3
4 | Fc1cccc(Cl)c1Cn1c(-c2cccs2)nc2ccccc21 | -4
5 | Cc1ncc(CN2CCCC2C(=O)Nc2cccc(-c3ccc(F)cc3)c2)cn1 (stereo unspecified) | -6
6 | OCc1cccc2c1COc1ccccc1-2 | 1
7 | CC(C)(C)NC(=O)c1cc(CN2CCOCC2)on1 | -6

Continued.
entry | SMILES | ROC1-CUL1 inh
111 | Cc1ccc(C)c(C(=O)C2C(=O)C(=O)N(CCCn3ccnc3)C2c2ccccc2)c1 (stereo unspecified) | -7
112 | CCOC(=O)c1c(NC(=O)CC2SC(=NC)N(C)C2=O)sc2c1CCCC2 (stereo unspecified) | 7
113 | CCCCNC(=O)C(Cc1ccccc1)NS(=O)(=O)c1ccc2c(c1)c(=O)n(C)c(=O)n2C (stereo unspecified) | 4
114 | COC(=O)C1=C(c2ccccc2)c2ccccc2S(=O)(=O)N1CC(=O)Nc1ccccc1Cl | -14
115 | C=CCN(C(=O)Cn1nnnc1CN1CCCCCC1)C1CCS(=O)(=O)C1 (stereo unspecified) | -4
116 | Cc1ccc(-c2nc(CCNC(=O)C(=O)Nc3ccc(C)cc3C)cs2)cc1 | -11
117 | COCCCNC(=O)c1oc2c(c1C)-c1nn(Cc3ccc(Cl)cc3)cc1CC2 | 6
118 | CC(=O)N1CCc2cc(S(=O)(=O)CCC(=O)Nc3ccc(C)cc3Br)ccc21 | -3
119 | COc1ccccc1CNC(=O)CCCn1c(=O)c2cccn2c2ccccc21 | 5

Some of the compounds tested. The share of hits here may be higher or lower than overall.
